CAL PDZ FP-1 – CAL PDZ peptide-binding inhibitors, primary screen, biochemical, fluorescence polarization, Cer-tagged CAL PDZ, HTS; Golgi-associated PDZ and coiled-coil motif-containing protein (Homo sapiens), Q9HD26; purified CAL PDZ, TMR-peptide fluorescence polarization, 1 h; inhibition, % at 20 µM; 330,000 compounds, 0.02% hits; AID 504414, 2011;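 active = highest replicate inhibition of at least 40%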;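 also: plate controls were DMSO neutral control wells for no effect and unlabeled competitor peptide control wells for full effect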
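material = purified tagged CAL PDZ domain construct (CerCALP) | compound dosing = 20 µM, one dose | times = 1 h at RT | measured by = fluorescence polarization from S- and P-plane intensities, G-factor corrected | read-out = inhibition from polarization loss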
SR-BI uptake up – activators of SR-BI mediated DiI-HDL uptake, primary screen, ldlA[mSR-BI] CHO cells, DiI fluorescence; 3 h; 100 = double the neutral-control signal; activation, % at 12.5 µM; 320,000 compounds, 0.096% hits; AID 504775, 2011;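 active = mean replicate activation of at least 60% and every replicate at or above 60%; inconclusive = mean or all-replicate condition met, but not both; inactive = mean below 60% and not all replicates reaching 60%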;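 also: 0% = median plate neutral-control signal and 100% = twice that signal; values of inactives mirror those of a sister screen read the other way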
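Test system: SR-BI-overexpressing, LDLR-lacking CHO cells. Measured by: DiI fluorescence, bottom read. Medium: Ham's F12 with 0.5% BSA, HEPES 25 mM, pH 7.4. Timing: 3 h uptake period with compound, 37 °C.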
Rtt109 Vps75 – inhibitors of C. albicans Rtt109/Vps75 HAT, primary screen, biochemical, ThioGlo CoA-SH fluorescence, plate reader. Histone acetyltransferase RTT109 (Candida albicans (strain SC5314 / ATCC MYA-2876)), …. purified Rtt109/Vps75, 4 h. inhibition, % at 34.9 µM. 330,000 compounds, 0.16% hits. AID 540336, 2011;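 active = inhibition of at least 50% in every replicate; inconclusive = best replicate reaches 50% inhibition but some replicates fall short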
dFosB act – activators of delta FosB homodimer, primary screen, biochemical, fluorescence polarization, TAMRA-CDK5 oligo, single point; activation, % at 25 µM; purified delta FosB; percent of positive-control signal above neutral wells; AID 493131, 2011; 340,000 compounds, 0.99% hits; Protein FosB (Mus musculus), P13346;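 active = mean activation above about 17%, with every replicate also reaching it, limit read from the data, passing the limit was not always enough; inconclusive = only one of the two conditions met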;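 also: fluorescence polarization rise as delta FosB binds a TAMRA Cdk5 AP-1 oligo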
PfHsp90 yeast 2 – growth inhibition of PfHsp90-expressing yeast, primary screen, antimalarial PfHsp90 inhibitor project, S. cerevisiae, BacTiter-Glo luminescence, single point, set 2 | 310,000 compounds, 0.32% hits | BacTiter-Glo ATP, 48 h; yeast lacking PDR1 and PDR3 efflux regulators | inhibition, % at 9.4 µM | AID 504621, 2011;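 active = every replicate shows inhibition above about 80%, whatever the replicate mean, limit read from the data; inconclusive = mean inhibition reaches the set limit but some replicate falls short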;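 also: 0% = DMSO neutral controls and 100% = 20 µM radicicol positive controls; yeast relying on Plasmodium falciparum Hsp90 in place of its own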
CAL PDZ FP-2 – untagged CAL PDZ binding inhibitors, primary screen, biochemical, fluorescence polarization, HTS. purified CAL PDZ, TMR-peptide fluorescence polarization, 1 h. Golgi-associated PDZ and coiled-coil motif-containing protein (Homo sapiens), Q9HD26. AID 602252, 2012. inhibition, % at 24.9 µM. 300,000 compounds, 0.92% hits;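 active = mean inhibition of at least 30% with at least half of replicates also reaching 30%; inconclusive = no clear call, values can overlap the other calls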;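 also: 0% = DMSO neutral control and 100% = excess unlabeled competitor peptide PRC23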
MITF TRPM1 HTS – activators of MITF-driven TRPM1 promoter reporter, primary screen, cell-based, SK-MEL-5, luciferase, single point; SK-MEL-5 TRPM1-promoter luciferase, 24 h; % of positive control, neutral wells = 0; activation, % at 12.5 µM; 300,000 compounds, 0.75% hits;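 active = mean activation of at least 80% with every replicate also reaching 80%; inconclusive = mean reaches 80% but some replicate falls short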;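 also: 0% = neutral control wells and 100% = parthenolide positive control wells; values of inactives mirror those of a sister screen read the other way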
SR-BI HDL uptake – inhibitors of SR-BI mediated HDL lipid uptake, primary screen, ldlA[mSR-BI] cells, fluorescence, single point | ldlA[mSR-BI] CHO cells, DiI-HDL uptake fluorescence, 3 h | inhibition, % at 12.5 µM | 320,000 compounds, 0.96% hits;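 active = mean replicate inhibition of at least 70% and a set share of replicates each scoring 70 or more; inconclusive = meets just one of the two criteria; inactive = fails both criteria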;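 also: 0% = median of neutral control wells and 100% = median of positive control wells; values of inactives mirror those of a sister screen read the other way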
NSD2 HMT inh – NSD2 histone methyltransferase inhibitors, primary screen, biochemical, AlphaScreen, single concentration, set 2; Histone-lysine N-methyltransferase NSD2 (Homo sapiens), O96028; NSD2 peptide methylation, 120 min; inhibition, % at 12.5 µM; 310,000 compounds, 0.54% hits; AID 743445, 2014; in the data active = inhibition above about 50%
Target sequence (O96028 whole entry, looked up): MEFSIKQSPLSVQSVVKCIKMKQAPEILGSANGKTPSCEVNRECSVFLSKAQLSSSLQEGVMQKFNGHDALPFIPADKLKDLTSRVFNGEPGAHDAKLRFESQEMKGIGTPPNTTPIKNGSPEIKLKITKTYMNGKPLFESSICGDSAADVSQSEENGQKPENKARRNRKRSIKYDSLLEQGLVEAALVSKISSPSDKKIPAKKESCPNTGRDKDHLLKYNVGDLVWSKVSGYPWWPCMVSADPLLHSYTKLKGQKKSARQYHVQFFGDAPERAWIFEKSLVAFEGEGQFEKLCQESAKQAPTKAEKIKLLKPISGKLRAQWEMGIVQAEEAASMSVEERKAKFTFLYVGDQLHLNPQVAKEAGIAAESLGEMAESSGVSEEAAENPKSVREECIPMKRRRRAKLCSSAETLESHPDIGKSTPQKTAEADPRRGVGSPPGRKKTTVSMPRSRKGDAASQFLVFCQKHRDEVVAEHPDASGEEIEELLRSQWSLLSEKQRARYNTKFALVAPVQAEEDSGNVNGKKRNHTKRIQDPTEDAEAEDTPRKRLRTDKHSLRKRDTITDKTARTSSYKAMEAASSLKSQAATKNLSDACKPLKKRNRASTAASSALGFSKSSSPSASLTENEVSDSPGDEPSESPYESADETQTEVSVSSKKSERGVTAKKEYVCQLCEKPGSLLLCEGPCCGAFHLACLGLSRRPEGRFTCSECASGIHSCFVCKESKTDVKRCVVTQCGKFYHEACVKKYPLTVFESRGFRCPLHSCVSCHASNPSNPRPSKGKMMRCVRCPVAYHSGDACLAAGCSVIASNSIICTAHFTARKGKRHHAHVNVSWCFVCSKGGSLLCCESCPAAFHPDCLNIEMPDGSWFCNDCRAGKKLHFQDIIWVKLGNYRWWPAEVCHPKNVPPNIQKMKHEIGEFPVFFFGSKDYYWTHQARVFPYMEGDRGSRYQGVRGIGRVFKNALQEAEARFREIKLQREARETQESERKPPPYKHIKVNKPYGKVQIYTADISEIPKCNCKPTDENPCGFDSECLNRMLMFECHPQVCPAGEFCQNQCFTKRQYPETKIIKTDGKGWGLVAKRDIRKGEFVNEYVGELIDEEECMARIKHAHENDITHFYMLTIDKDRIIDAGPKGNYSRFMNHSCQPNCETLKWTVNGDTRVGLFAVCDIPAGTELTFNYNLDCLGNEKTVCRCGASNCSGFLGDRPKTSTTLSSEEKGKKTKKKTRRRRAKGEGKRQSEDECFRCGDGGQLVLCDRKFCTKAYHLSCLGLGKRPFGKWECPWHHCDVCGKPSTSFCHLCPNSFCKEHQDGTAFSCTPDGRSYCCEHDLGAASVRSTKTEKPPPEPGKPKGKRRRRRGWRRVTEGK
PvdQ inh – P. aeruginosa PvdQ acylase inhibitors, primary screen, biochemical, fluorescence, plate reader and imaging, single point; PvdQ acylase [Pseudomonas aeruginosa LESB58]; 340,000 compounds, 0.063% hits; AID 488965, 2010; purified PvdQ acylase; inhibition, % at 10 µM; in the data active = inhibition above about 30%, passing the limit was not always enough; inconclusive = no clear call, values can overlap the other calls;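 also: 0% = vehicle neutral wells and 100% = reference inhibitor wells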
Starred values were filed as active, the others as inactive; ? = inconclusive; . = no result given.

SMILES	CAL PDZ FP-1	SR-BI uptake up	Rtt109 Vps75	dFosB act	PfHsp90 yeast 2	CAL PDZ FP-2	MITF TRPM1 HTS	SR-BI HDL uptake	NSD2 HMT inh	PvdQ inh
CCn1cc(C(=O)N2CC(C)CC(C)C2)c(=O)c2cc(S(=O)(=O)N3CCOCC3)ccc21 (stereo unspecified)	0.2	-19	-7	-8	.	-4	-7	19	47	-2
C/C(=N\NC(=O)c1ccccc1O)c1ccc(NC(=O)Cc2ccccc2)cc1	0.1	-41	-6	7	7	0	8	41	2	-2
CCC(=O)Nc1ccc(NC(=S)Nc2ccccc2)cc1	0.0	12	-3	-6	-4	-2	1	-12	1	-10
C/C(=N\NC(=O)c1cc(-c2ccccc2C)nc2ccccc12)c1cccnc1	-0.4	-18	-7	-8	-7	-1	-6	18	-2	-11
CC(=O)c1c(C)oc2ccc(N(C(C)=O)S(=O)(=O)c3cccc([N+](=O)[O-])c3)cc12	-0.8	24	-7	-5	11	-2	-14	-24	1	-11
O=C1N(Cc2ccccc2F)c2ccccc2C12OCCCO2	-0.3	10	1	-7	-7	-3	-2	-10	-12	-17
Cc1ccc([C@@H]2[C@@H]3C(=O)N(C)C(=O)[C@@H]3[C@]3(C)C(=O)N(Cc4ccccc4)CC(=O)N23)o1	-0.4	1	2	-13	-2	1	-7	-1	.	6
Cc1ccnc(NC(=O)CCNC(=O)c2ccc(Cl)cc2)c1	-3.6	27	-3	-9	-2	0	?	-27	4	-9
CSCCC(NC(=O)c1cc(S(=O)(=O)N2CCOCC2)ccc1F)c1nc2ccccc2[nH]1 (stereo unspecified)	-0.8	23	-1	-2	-19	0	3	-23	-2	-3
O=C(/C=C/c1ccccc1)N/C(=C\c1ccco1)C(=O)O	-0.3	11	-7	0	9	-1	-2	-11	1	-10
Cc1ccc(N2CC(C(=O)Nc3nnc(SCCN4CCOCC4)s3)CC2=O)cc1C (stereo unspecified)	-3.1	4	23	-8	6	-4	0	-4	2	10
CCn1c(=NC(=O)CSC(C)=O)sc2cc(OC)ccc21	-1.4	-68	3	-8	-30	.	.	68	.	-7
COc1ccc(C(=O)COC(=O)c2cc(=O)c3ccccc3o2)cc1	-0.5	-10	-6	4	-13	-5	-7	10	15	13
CC1CCC(NCc2ccco2)CC1 (stereo unspecified)	-2.0	13	0	1	3	-4	5	-13	0	15
CC(=O)N=c1sc(C(C)(C)C)c(C)n1C	-2.0	12	4	-4	10	-4	-4	-12	0	-4
CCN(CC)S(=O)(=O)c1ccc(Oc2ccccc2)cc1	0.3	23	-6	-8	-15	.	-2	-23	-4	5
Cc1ccc(S(=O)(=O)N/N=C2/CC(=O)CC(C)(C)C2)cc1[N+](=O)[O-]	-2.5	14	4	-3	14	3	1	-14	-2	3
CN(C)CCNC(C(=O)Nc1cccc(S(=O)(=O)N2CCOCC2)c1)c1ccccc1 (stereo unspecified)	-0.9	9	0	2	0	3	2	-9	2	-6
COc1ccc(-c2cc3nnc(-c4ccccc4)nc3s2)cc1	-1.3	-7	10	1	-10	-2	-13	7	0	2
COc1ccc(CN2C(=O)c3cccnc3C2=O)cc1S(=O)(=O)N1CCOc2ccccc21	-1.9	14	3	-3	-18	-2	-13	-14	-3	-13
Cc1nn(-c2ccccc2)c(C)c1/C=N/NC(=O)c1cc(O)cc(O)c1	-1.9	-36	-4	-5	17	.	-12	36	0	-16
COc1ccc(/C=N/NC(=O)c2ccc(Cn3cc([N+](=O)[O-])cn3)o2)c(OC)c1C	-0.7	-49	8	-8	28	-2	4	49	-1	-12
COc1ccc2oc(C(=O)NCC(c3ccco3)N(C)C)c(C)c2c1 (stereo unspecified)	-3.0	-5	3	-6	15	-3	36	5	13	-4
Cc1nnc(NC(=O)C2CC(=O)N(c3ccccc3)C2)s1 (stereo unspecified)	-2.8	-16	0	-3	-71	-3	-3	16	1	-12
N#CC(c1nc2ccccc2nc1N1CCCC1)S(=O)(=O)c1cccs1 (stereo unspecified)	-0.3	12	-1	-8	.	-2	.	-12	.	0
CCOC(=O)c1ccc(N2C(=O)CC(SCC(=O)Nc3ccc(S(N)(=O)=O)cc3)C2=O)cc1 (stereo unspecified)	-4.1	-35	.	6	17	0	-7	35	-3	-9
CNC(=O)CC12CC3CC(CC(C3)C1)C2	0.0	34	0	-10	-6	5	7	-34	0	-10
COC(=O)c1nnn(CC(=O)NC(=O)Nc2cccc(C)c2C)c1C(=O)OC	-0.5	-2	2	0	7	-4	-8	2	-3	2
COc1ccc(S(=O)(=O)N2CCCCCC2)cc1C(=O)N(CC(C)C)C1CCS(=O)(=O)C1 (stereo unspecified)	-1.6	28	3	-12	-14	-1	-6	-28	1	-7
Oc1cccc2ccc(/C=C/c3c(F)cccc3Cl)nc12	-0.4	-24	1	-19	-29	.	6	24	-2	-5
Cc1ccsc1/C=N/N1CCOCC1	-0.4	2	.	-6	2	-6	1	-2	1	7
Cc1ccc(S(=O)(=O)Nc2nc3ccccc3s2)cc1[N+](=O)[O-]	-1.3	-5	-8	-5	-10	-3	-10	5	2	5
COC(=O)[C@]1(Cc2ccccc2)N[C@H](c2ccc(-c3cccc(Cl)c3)cc2)[C@@H]2C(=O)N(C)C(=O)[C@@H]21	-0.5	9	6	5	9	-4	-15	-9	.	4
CCC(CO)Oc1cc(NCc2ccncc2)c2ncn(C(C)C)c2c1 (stereo unspecified)	0.0	19	10	-10	4	0	-5	-19	.	-6
CCOC(=O)Cc1csc(NC(=O)CCSc2ccccc2)n1	5.3	20	-4	-7	.	-1	-10	-20	0	-11
COc1ccc(-c2ccc(SCC(=O)NCc3ccco3)nn2)cc1	-0.9	-13	1	1	-11	1	38	13	0	-16

Part of the list above, limited to SR-BI uptake up:
SMILES | SR-BI uptake up
Cc1ccsc1/C=N/N1CCOCC1 | 2
COc1ccc(-c2ccc(SCC(=O)NCc3ccco3)nn2)cc1 | -13
N#CC(c1nc2ccccc2nc1N1CCCC1)S(=O)(=O)c1cccs1 (stereo unspecified) | 12

Compound profiles, from the list above. Values in the order: CAL PDZ FP-1	SR-BI uptake up	Rtt109 Vps75	dFosB act	PfHsp90 yeast 2	CAL PDZ FP-2	MITF TRPM1 HTS	SR-BI HDL uptake	NSD2 HMT inh	PvdQ inh
CCOC(=O)Cc1csc(NC(=O)CCSc2ccccc2)n1 across the screens: 5.3	20	-4	-7	.	-1	-10	-20	0	-11
COc1ccc(S(=O)(=O)N2CCCCCC2)cc1C(=O)N(CC(C)C)C1CCS(=O)(=O)C1 (stereo unspecified) across the screens: -1.6	28	3	-12	-14	-1	-6	-28	1	-7

Remaining list, next part.
SMILES	CAL PDZ FP-1	SR-BI uptake up	Rtt109 Vps75	dFosB act	PfHsp90 yeast 2	CAL PDZ FP-2	MITF TRPM1 HTS	SR-BI HDL uptake	NSD2 HMT inh	PvdQ inh
CC(Oc1ccc(Cl)cc1Cl)C(=O)NCCCCc1ccccc1 (stereo unspecified)	-0.4	21	-7	-5	-56	-3	-9	-21	0	-3
CC1=CC(C)(C)N(C(=O)CSc2nnc(-c3ccccc3)o2)c2ccc(C)cc21	-1.0	-73	5	1	?	-5	-1	73*	-2	-10
CCN1C[C@@H]2[C@@H]3C(=O)N(Cc4ccccc4)C(=O)[C@@H]3[C@](C)(C(=O)OC)N2C1=NC	-0.5	-17	1	-6	-22	2	-2	17	.	-8
CCCc1cc(=O)[nH]c2nnc(SCC(=O)Nc3ccc4c(c3)OCCO4)n12	-0.8	5	4	-5	-6	.	4	-5	17	-15
O=C(Cn1nc(C(F)(F)F)c2c1CCCC2)Nc1ccc2c(c1)OCO2	0.2	1	8	-5	-22	-11	0	-1	-3	-14
COc1cccc(/C=N/Nc2ncnc(N)c2[N+](=O)[O-])c1OC	-1.1	-1	-8	-2	7	-2	-33	1	.	-14
COc1ccc(CNC(=O)CN2C(=O)NC3(CCCCCC3)C2=O)cc1OC	-0.1	13	-12	1	-8	.	-3	-13	-3	-4
COCc1c(C(=O)OCc2nc(N)nc(Nc3ccccc3C)n2)oc2ccccc12	-0.2	-5	21	-4	-9	-4	19	5	3	-5
COc1cccc2c(=O)c3ccccc3oc12	-0.9	17	-6	-32	-24	-2	?	-13	.	-12
O=C(NCc1ccco1)c1cc(-c2cccc(Cl)c2)on1	-1.5	-7	-5	4	-52	-4	37	7	-4	-9
O=C(C(NS(=O)(=O)c1cccc2nsnc12)c1ccccc1)N1CCN(c2ccccc2)CC1 (stereo unspecified)	-1.0	30	3	-11	11	.	.	-30	.	6
COC(=O)CCc1c[nH]c2ccc([N+](=O)[O-])cc12	-0.8	4	-6	0	-4	1	2	-4	1	9
Cc1ccc2nc(C)c3c(c2c1)N(c1ccccc1)CC3	-3.8	0	-10	-9	0	.	.	0	-3	0

Records above that bear a hit mark in SR-BI HDL uptake.
SMILES	CAL PDZ FP-1	SR-BI uptake up	Rtt109 Vps75	dFosB act	CAL PDZ FP-2	MITF TRPM1 HTS	SR-BI HDL uptake	NSD2 HMT inh	PvdQ inh
CC1=CC(C)(C)N(C(=O)CSc2nnc(-c3ccccc3)o2)c2ccc(C)cc21	-1.0	-73	5	1	-5	-1	73*	-2	-10

This is a random part of the collection (roughly 4.3% active in at least one column).
